Screens from PubChem BioAssay.
C-LANA FP = KSHV C-LANA DNA binding inhibition | hit rate 0.078% among 340,000 | MBP-C-LANA/FAM-LBS DNA binding, fluorescence polarization | inhibition, % at 9 µM;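 active = highest replicate inhibition at or above 60% at 9 µM, even if other replicates fall short; inactive = all replicates below 60% inhibition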;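 note: 0% = neutral control wells and 100% = 4 µM acridine orange control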
Keap1-Nrf2 PPI = Keap1-Nrf2 (human) interaction inhibition | hit rate 0.15% among 340,000 | Q14145 | Keap1 Kelch-Nrf2 peptide fluorescence polarization, 1536-well | inhibition, % at 9.4 µM | AID 504523; in the data active = inhibition above about 12%;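 note: human Keap1 Kelch domain with fluorescein labeled Nrf2 9mer peptide probe; 0% = neutral control wells and 100% = peptide positive control; higher means more block of Keap1 binding to Nrf2 peptide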
NSD2 inh = blocks human histone methyltransferase NSD2 | hit rate 0.54% among 310,000 | O96028 | inhibition, % at 12.5 µM | NSD2 peptide methylation, AlphaScreen, 120 min; in the data active = inhibition above about 50%
Arr AP2 block = inhibitors of human beta-arrestin and AP2 interaction | hit rate 0.31% among 340,000 | FITC-arrestin peptide / GST-AP2 beads, flow cytometry; AP2 beta2 appendage carries R879A mutation | inhibition, % at 10 µM;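 active = inhibition above a set limit, near 3 SD of compounds lacking own fluorescence, cut at about 54% in these data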;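 note: plate controls were DMSO wells for no effect and 5 µM unlabelled arrestin peptide for full effect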
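Material – GST-tagged AP2 beta2-adaptin appendage (R879A) on 4 µm glutathione beads · Probe or stimulus – fluorescein-tagged arrestin peptide at 50 nM final · Timing – 12 min plus 1 h, RT · Detection – bead flow cytometry, FITC channel · Read-out basis – inhibition as reduced fluorescein signal on beads, percent · Medium – PBS plus Tween 20 (0.05%) and BSA (0.1%)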
Cardiac RTF inh = cardiac RTF calcium desensitization. P19429+P45379. IANBD-labeled cardiac RTF, Ca2+ fluorescence. inhibition, % at 7.15 µM. hit rate 0.12% among 340,000. AID 493244;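 active = inhibition above the mean inhibition of all tested compounds plus 3 SD, cut at about 17% in these data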;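 note: assay run at fixed EC70 calcium of 1.6 mM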
PKA-R2B activ = activators of human PKA-R2B complex | P22694+P31323 | AID 504700 | PKA-R2B holoenzyme dissociation, Cy5-IP20 fluorescence polarization; R2B truncated from residue 108, S112A mutant; 0% DMSO only, 100% 113 µM cGMP | hit rate 0.079% among 340,000 | activation, % at 11.4 µM;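 active = activation above a cutoff set at the mean over all compounds plus 3 SD, cut at about 18% in these data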;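 note: higher means more holoenzyme dissociation and a rise in polarization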
Target sequence (P31323 whole entry, looked up, other chains not shown, the tested form may be a part): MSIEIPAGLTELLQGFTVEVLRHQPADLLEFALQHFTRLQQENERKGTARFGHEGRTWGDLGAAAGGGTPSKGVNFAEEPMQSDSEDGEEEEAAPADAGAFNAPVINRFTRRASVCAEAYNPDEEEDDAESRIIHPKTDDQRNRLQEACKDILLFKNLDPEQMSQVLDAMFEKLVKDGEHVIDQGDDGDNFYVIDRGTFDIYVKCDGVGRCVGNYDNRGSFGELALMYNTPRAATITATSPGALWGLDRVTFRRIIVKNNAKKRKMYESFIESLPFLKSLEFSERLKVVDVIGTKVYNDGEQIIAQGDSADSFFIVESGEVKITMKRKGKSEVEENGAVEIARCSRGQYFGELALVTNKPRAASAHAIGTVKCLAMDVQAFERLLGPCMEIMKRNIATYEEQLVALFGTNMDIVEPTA
PvdQ inh = blocks Pseudomonas aeruginosa PvdQ acylase activity | purified PvdQ acylase, fluorescence plate reader | inhibition, % at 10 µM | hit rate 0.063% among 340,000 | AID 488965; in the data active = inhibition above about 30%, passing the limit was not always enough;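 note: 0% = vehicle neutral wells and 100% = reference inhibitor wells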
DAGLB inhibitor = blocks human DAGLB lipase activity; Q8NCG7; HEK293T DAGLB membrane lysate, EnzChek fluorogenic substrate; inhibition, % at 5.17 µM; hit rate 0.059% among 340,000; in the data active = inhibition above about 34%;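 note: 0% = enzyme with vehicle and 100% = wells lacking enzyme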
Target sequence (Q8NCG7 whole entry, looked up): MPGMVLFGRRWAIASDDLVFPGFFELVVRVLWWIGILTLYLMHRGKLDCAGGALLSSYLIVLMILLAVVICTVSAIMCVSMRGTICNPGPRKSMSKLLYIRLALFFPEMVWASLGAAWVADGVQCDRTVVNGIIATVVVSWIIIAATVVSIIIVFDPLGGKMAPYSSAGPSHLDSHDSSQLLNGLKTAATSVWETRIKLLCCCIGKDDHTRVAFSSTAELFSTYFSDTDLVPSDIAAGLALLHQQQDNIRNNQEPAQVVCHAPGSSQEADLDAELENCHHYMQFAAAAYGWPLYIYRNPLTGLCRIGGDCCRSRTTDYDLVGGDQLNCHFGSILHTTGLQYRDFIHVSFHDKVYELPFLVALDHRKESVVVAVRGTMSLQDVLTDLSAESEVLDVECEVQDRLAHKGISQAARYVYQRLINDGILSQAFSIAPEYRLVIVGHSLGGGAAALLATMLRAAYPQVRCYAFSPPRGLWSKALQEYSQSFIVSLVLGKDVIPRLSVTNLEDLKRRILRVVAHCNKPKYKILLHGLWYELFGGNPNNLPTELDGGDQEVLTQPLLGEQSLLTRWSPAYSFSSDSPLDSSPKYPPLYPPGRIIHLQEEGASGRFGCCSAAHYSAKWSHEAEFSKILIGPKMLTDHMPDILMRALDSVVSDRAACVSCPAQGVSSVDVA
SR-BI HDL uptake = inhibitors of mouse SR-BI mediated HDL lipid uptake; Q61009; ldlA[mSR-BI] CHO cells, DiI-HDL uptake fluorescence, 3 h; inhibition, % at 12.5 µM; hit rate 0.96% among 320,000;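 active = mean replicate inhibition of at least 70% and a set share of replicates each scoring 70 or more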;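 note: 0% = median of neutral control wells and 100% = median of positive control wells; values of inactives mirror those of a sister screen read the other way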
SR-BI uptake up = enhances SR-BI lipid uptake from DiI-HDL; CHO ldlA[mSR-BI] cells, DiI-HDL uptake fluorescence, 3 h; 100 = double the neutral-control signal; activation, % at 12.5 µM; hit rate 0.096% among 320,000; AID 504775;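 active = mean replicate activation of at least 60% and every replicate at or above 60%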;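 note: 0% = median plate neutral-control signal and 100% = twice that signal; values of inactives mirror those of a sister screen read the other way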
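Test system: SR-BI-overexpressing, LDLR-lacking CHO cells. Measured by: DiI fluorescence, bottom read. Medium: Ham's F12 with 0.5% BSA, HEPES 25 mM, pH 7.4. Timing: 3 h uptake period with compound, 37 °C.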
Starred values were filed as active, the others as inactive; & = joins results of further samples.

`CN(C(=O)C1CCC(=O)N(Cc2ccccc2F)C1)C1CCOCC1` (configuration not stated) gave C-LANA FP 0.4, Keap1-Nrf2 PPI -2, NSD2 inh -1, Arr AP2 block 46, Cardiac RTF inh -9, PKA-R2B activ -8, PvdQ inh -9, DAGLB inhibitor 0, SR-BI HDL uptake 1 and SR-BI uptake up -1.
For Cc1cc(C(=O)Nc2nc3c(s2)CCCC3)no1 the results were C-LANA FP -0.3, Keap1-Nrf2 PPI 2, NSD2 inh 2, Arr AP2 block 8, Cardiac RTF inh -8, PKA-R2B activ 9, PvdQ inh 10, DAGLB inhibitor 0, SR-BI HDL uptake 5 and SR-BI uptake up -5.
`CCn1cc(Br)c(-c2nc3ccccc3c(=O)n2N)n1` gave C-LANA FP -1.1, Keap1-Nrf2 PPI -2, NSD2 inh -2, Arr AP2 block -1, Cardiac RTF inh -8, PKA-R2B activ -7, PvdQ inh -18, DAGLB inhibitor -3, SR-BI HDL uptake 7 and SR-BI uptake up -7.
Cc1cc(C(=O)c2ccccc2)c(NC(=O)CN2CCOCC2)s1 was read as C-LANA FP 0.9, Keap1-Nrf2 PPI -5, NSD2 inh -3, Arr AP2 block -9, Cardiac RTF inh -10, PKA-R2B activ 18*, PvdQ inh -24, DAGLB inhibitor 2, SR-BI HDL uptake -3 and SR-BI uptake up 3.
For N/C(=N\OC(=O)CCCc1ccccc1)c1ccc([N+](=O)[O-])cc1 the results were C-LANA FP -1.9, Keap1-Nrf2 PPI -2, NSD2 inh 1, Arr AP2 block 5, Cardiac RTF inh -6, PKA-R2B activ -2, PvdQ inh -7, DAGLB inhibitor -17, SR-BI HDL uptake 0 and SR-BI uptake up 0.
For CCOC(=O)C1=C(C)NC(C)=C(C(=O)OCC)C1C(=O)OCC(=O)NC(C)C the results were C-LANA FP 0.2&-2.0, Keap1-Nrf2 PPI -4&-2, NSD2 inh -2&-3, Arr AP2 block 35&1, Cardiac RTF inh 1&1, PKA-R2B activ 0&-7, PvdQ inh -5&-18, DAGLB inhibitor 3&-1, SR-BI HDL uptake -11&-6 and SR-BI uptake up 11&6.
For CCN(c1cccc(C)c1)S(=O)(=O)c1csc(C(N)=O)c1 the results were C-LANA FP -1.4, Keap1-Nrf2 PPI -1, NSD2 inh 3, Arr AP2 block -23, Cardiac RTF inh -5, PKA-R2B activ 3, PvdQ inh -19, DAGLB inhibitor -2, SR-BI HDL uptake -6 and SR-BI uptake up 6.
For CC(C)OC(=O)c1ccc(Cn2nnc3ccccc3c2=O)cc1 the results were C-LANA FP 0.0, Keap1-Nrf2 PPI -6, NSD2 inh -3, Arr AP2 block 3, Cardiac RTF inh -6, PKA-R2B activ -16, PvdQ inh -8, DAGLB inhibitor -1, SR-BI HDL uptake 3 and SR-BI uptake up -3.
`CC(OC(=O)C1=COCCO1)C(=O)NC1(C#N)CCCCC1` (configuration not stated) gave C-LANA FP -1.3, Keap1-Nrf2 PPI -2, NSD2 inh 0, Arr AP2 block 5, Cardiac RTF inh 8, PKA-R2B activ 0, PvdQ inh -10, DAGLB inhibitor -1, SR-BI HDL uptake -30 and SR-BI uptake up 30.
Screening Cc1ccccc1C(=O)NNC(=O)/C=C/c1ccccc1 returned C-LANA FP 0.0, Keap1-Nrf2 PPI 3, NSD2 inh 1, Arr AP2 block -2, Cardiac RTF inh -2, PKA-R2B activ -1, PvdQ inh -2, DAGLB inhibitor 1, SR-BI HDL uptake -27 and SR-BI uptake up 27.

Brought forward from above: 2 entries, followed by the next part.
`CC(OC(=O)C1=COCCO1)C(=O)NC1(C#N)CCCCC1` (configuration not stated) gave C-LANA FP -1.3, Keap1-Nrf2 PPI -2, NSD2 inh 0, Arr AP2 block 5, Cardiac RTF inh 8, PKA-R2B activ 0, PvdQ inh -10, DAGLB inhibitor -1, SR-BI HDL uptake -30 and SR-BI uptake up 30.
Screening Cc1ccccc1C(=O)NNC(=O)/C=C/c1ccccc1 returned C-LANA FP 0.0, Keap1-Nrf2 PPI 3, NSD2 inh 1, Arr AP2 block -2, Cardiac RTF inh -2, PKA-R2B activ -1, PvdQ inh -2, DAGLB inhibitor 1, SR-BI HDL uptake -27 and SR-BI uptake up 27.
`c1ccc(-c2cc3c(ccc4nonc43)nn2)cc1` gave C-LANA FP -0.4, Keap1-Nrf2 PPI -4, NSD2 inh -2, Arr AP2 block 3, Cardiac RTF inh -26, PKA-R2B activ -13, PvdQ inh 23, DAGLB inhibitor 0, SR-BI HDL uptake 3 and SR-BI uptake up -3.
Screening COC(=O)c1ccccc1NC(=O)c1sc(Cl)nc1C returned C-LANA FP 0.2, Keap1-Nrf2 PPI 3, NSD2 inh 1, Arr AP2 block 10, Cardiac RTF inh -2, PKA-R2B activ 2, PvdQ inh -14, DAGLB inhibitor -2, SR-BI HDL uptake 5 and SR-BI uptake up -5.
For CCOc1ccc(C2N(c3ccc(OC)cc3)C(=O)C3CCCN32)cc1OC (configuration not stated) the results were C-LANA FP -1.6, Keap1-Nrf2 PPI -11, Arr AP2 block 1, Cardiac RTF inh -1, PKA-R2B activ -5, PvdQ inh -14, DAGLB inhibitor -2, SR-BI HDL uptake -7 and SR-BI uptake up 7.
`CC(OC(=O)c1cccc(NS(C)(=O)=O)c1)C(=O)Nc1ccc(N2CCOCC2)cc1` (configuration not stated) gave C-LANA FP -0.4, Keap1-Nrf2 PPI 3, NSD2 inh 2, Arr AP2 block 1, Cardiac RTF inh 1, PKA-R2B activ -2, PvdQ inh -4, DAGLB inhibitor -5, SR-BI HDL uptake 78* and SR-BI uptake up -78.
Screening O=C(COC(=O)Cc1ccc(Cl)cc1)Nc1ccc2[nH]c(=O)[nH]c2c1 returned C-LANA FP -0.6, Keap1-Nrf2 PPI 0, NSD2 inh 0, Arr AP2 block -11, Cardiac RTF inh 2, PKA-R2B activ -4, PvdQ inh -8, DAGLB inhibitor 3, SR-BI HDL uptake -13 and SR-BI uptake up 13.
For Cc1csc(NC(=O)CCn2c(=O)oc3ccc(Cl)cc32)n1 the results were C-LANA FP -1.0, Keap1-Nrf2 PPI 2, NSD2 inh -3, Arr AP2 block -11, Cardiac RTF inh -1, PKA-R2B activ 0, PvdQ inh -3, DAGLB inhibitor 3, SR-BI HDL uptake 5 and SR-BI uptake up -5.
Screening CN(C)CCN(Cc1ccccc1)C(=O)[C@H](Cc1ccccc1)N1C(=O)c2ccccc2C1=O returned C-LANA FP -0.5, Keap1-Nrf2 PPI -2, NSD2 inh 3, Arr AP2 block -9, Cardiac RTF inh 7, PKA-R2B activ -1, PvdQ inh -12, DAGLB inhibitor 0, SR-BI HDL uptake 0 and SR-BI uptake up 0.
`COc1ccccc1N1CCN(C(=O)CN(Cc2ccccc2)S(C)(=O)=O)CC1` gave C-LANA FP 2.1, Keap1-Nrf2 PPI 1, NSD2 inh 0, Arr AP2 block -3, Cardiac RTF inh -6, PKA-R2B activ -6, PvdQ inh -4, DAGLB inhibitor -1, SR-BI HDL uptake 25 and SR-BI uptake up -25.
Screening Cc1cc(-c2nnc(SCC(=O)Nc3ccccc3C(F)(F)F)o2)c(C)n1-c1ccccc1 returned C-LANA FP -0.9, Keap1-Nrf2 PPI -4, NSD2 inh 2, Arr AP2 block 1, Cardiac RTF inh 4, PKA-R2B activ -1, PvdQ inh -11, DAGLB inhibitor -28, SR-BI HDL uptake 0 and SR-BI uptake up 0.
CCc1c(C)nc2cc(-c3ccccc3)[nH]n2c1=O was read as C-LANA FP 2.4, Keap1-Nrf2 PPI 2, NSD2 inh -1, Arr AP2 block -16, Cardiac RTF inh -4, PKA-R2B activ 10, PvdQ inh -7, DAGLB inhibitor -3, SR-BI HDL uptake -9 and SR-BI uptake up 9.
For CC(C)C(CCNCc1ccccn1)c1ccc(Cl)cc1 (configuration not stated) the results were C-LANA FP -2.3, Keap1-Nrf2 PPI -3, NSD2 inh -1, Arr AP2 block 9, Cardiac RTF inh -3, PKA-R2B activ -5, PvdQ inh -7, DAGLB inhibitor -3, SR-BI HDL uptake -2 and SR-BI uptake up 2.
Screening Cc1cc(C(=O)CSc2nnc(-c3ccc4c(c3)OCO4)o2)c(C)n1-c1ccc(F)cc1 returned C-LANA FP -1.9, Keap1-Nrf2 PPI -1, NSD2 inh 0, Arr AP2 block -11, Cardiac RTF inh -4, PKA-R2B activ 3, PvdQ inh -10 and DAGLB inhibitor 2.
`COc1c(F)c(F)cc2c(=O)c(C(=O)O)cn(C3CC3)c12` gave C-LANA FP 52, Keap1-Nrf2 PPI -2, NSD2 inh -1, Arr AP2 block -2, Cardiac RTF inh -3, PKA-R2B activ 1, PvdQ inh 12, DAGLB inhibitor 4, SR-BI HDL uptake -1 and SR-BI uptake up 1.
COc1ccc(CNC(=O)c2cc3c(=O)n4ccccc4nc3n(CC3CCCO3)c2=N)cc1 (configuration not stated) was read as C-LANA FP 0.3, Keap1-Nrf2 PPI 0, NSD2 inh 27, Arr AP2 block 3, Cardiac RTF inh -2, PKA-R2B activ 1, PvdQ inh -3, DAGLB inhibitor 1, SR-BI HDL uptake -7 and SR-BI uptake up 7.
For COc1cc(CNCCc2ccc(S(N)(=O)=O)cc2)ccc1OCc1ccc(Cl)cc1 the results were C-LANA FP 0.4, Keap1-Nrf2 PPI 3, NSD2 inh -1, Arr AP2 block 13, Cardiac RTF inh -6, PKA-R2B activ 1, PvdQ inh 1, DAGLB inhibitor 1, SR-BI HDL uptake -6 and SR-BI uptake up 6.
`CCCCOc1ccc(/C(O)=C2/C(=O)C(=O)N(CCCOC)C2c2ccncc2)cc1` (configuration not stated) gave C-LANA FP -0.3, Keap1-Nrf2 PPI -6, NSD2 inh -2, Arr AP2 block -1, Cardiac RTF inh -14, PKA-R2B activ -5, PvdQ inh -13, DAGLB inhibitor 2, SR-BI HDL uptake -9 and SR-BI uptake up 9.
`Cc1cccc(N2C(=O)CN=C2Nc2nc(C)cc(C)n2)c1` gave C-LANA FP 1.0, Keap1-Nrf2 PPI -3, NSD2 inh -5, Arr AP2 block 9, Cardiac RTF inh -1, PKA-R2B activ -5, PvdQ inh -5, DAGLB inhibitor -1, SR-BI HDL uptake -14 and SR-BI uptake up 14.
CCCC1C(=O)Nc2ccccc2N1C(=O)c1cccc(C)c1 (configuration not stated) was read as C-LANA FP -4.0, Keap1-Nrf2 PPI -3, NSD2 inh 0, Arr AP2 block -2, Cardiac RTF inh -7, PKA-R2B activ -3, PvdQ inh 14, DAGLB inhibitor 1, SR-BI HDL uptake 2 and SR-BI uptake up -2.
For CCN(C(=O)CSc1nnnn1-c1cc(C)ccc1OC)C1CCS(=O)(=O)C1 (configuration not stated) the results were C-LANA FP 2.0, Keap1-Nrf2 PPI 0, NSD2 inh 0, Arr AP2 block 2, Cardiac RTF inh -9, PKA-R2B activ -3, PvdQ inh -4, DAGLB inhibitor -1, SR-BI HDL uptake 14 and SR-BI uptake up -14.
